DNMT1 block – blocks human DNA methyltransferase DNMT1; DNMT1 molecular beacon, Hinp1I cleavage, fluorescence; inhibition (reported as % activation of signal), % at 10 µM; hit rate 0.83% among 360,000; in the data active means inhibition above about 50%
STEP inh – blocks human striatal-enriched tyrosine phosphatase; P54829; recombinant STEP, OMFP fluorogenic substrate, fluorescence; inhibition, % at 20 µM; hit rate 0.25% among 360,000;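 active means inhibition at 20 µM, scaled per plate between control wells, above about 37%, limit read from the data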;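 further: 0% = DMSO with enzyme and substrate and 100% = substrate only without enzyme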
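System: isolated STEP enzyme; schedule: 20 min enzyme reaction at room temperature, protected from light; medium: Bis-Tris buffer pH 6.0, 2.5 mM DTT, 0.005% Tween 20; signal: fluorescence, 480/540 nm; dosing: single compound dose of 20 µM, 1% DMSO final; also added: OMFP substrate, 25 µM final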
NRP1-CendR mod – modulators of CendR peptide binding to human neuropilin-1; hit rate 0.85% among 360,000; inhibition, % at 25 µM; O14786; FAM-RPARPAR peptide binding to NRP-1, fluorescence polarization;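 active means inhibition or corrected inhibition above about 18%, plus a signal ratio from 0.5 to 1.5, limit read from the data, passing the limit was not always enough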; further: strong numbers were not always called active
MsrA inh – inhibitors of bovine MsrA; purified bovine MsrA, absorbance read-out; inhibition, % at 15.5 µM; AID 651718; hit rate 0.75% among 360,000; in the data active means inhibition above about 4.5%;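 further: 0% = vehicle wells with enzyme and 100% = reference inhibitor wells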
bovine MsrA act – activators of bovine methionine sulfoxide reductase A | purified bovine MsrA, absorbance read-out | activation, % at 10.6 µM | hit rate 0.3% among 360,000; in the data active means activation above about 7.5%;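 further: 0% = vehicle and 100% = reference activator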
TbMetRS inhib – Trypanosoma brucei MetRS inhibition; inhibition, % at 11.9 µM; purified T. brucei MetRS, ATP depletion, Kinase-Glo luminescence; AID 624268; hit rate 0.4% among 360,000;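 active means inhibition above a per-plate cutoff of the control wells' mean inhibition plus 3 SD, cut at about 5.5% in these data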;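 further: 0% = DMSO wells median and 100% = median of wells with control inhibitor compound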
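Dosing: 11.9 µM compound single dose, 0.9% DMSO; Assay system: purified T. brucei MetRS enzyme; Measured by: Kinase-Glo luciferase luminescence reporting remaining unconsumed ATP; Schedule: 15 min plus 2 h at 25 °C.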
LMPTP inh – blocks human LMPTP phosphatase | P24666 | recombinant LMPTP-A, OMFP fluorogenic substrate, fluorescence intensity | inhibition, % at 20 µM | hit rate 0.22% among 360,000;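 active means compounds that cut the enzyme signal by at least half of the control window in the single-dose screen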;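 further: plate controls were DMSO wells with enzyme plus substrate for no effect and substrate without enzyme for full effect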
Target sequence (P24666 whole entry, looked up): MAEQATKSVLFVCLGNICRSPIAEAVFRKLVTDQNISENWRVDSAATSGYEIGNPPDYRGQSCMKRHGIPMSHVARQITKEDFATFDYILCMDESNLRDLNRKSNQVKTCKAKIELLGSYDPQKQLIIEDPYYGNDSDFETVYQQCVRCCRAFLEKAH
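Test system: LMPTP-A phosphatase enzyme; input: 0.625 nM LMPTP-A final; reagent: OMFP substrate, 400 µM final; compound dosing: 20 µM single dose, 3% DMSO; incubation: 50 min dark incubation at room temperature; measured by: endpoint fluorescence intensity from OMFP dephosphorylation; measure: % inhibition relative to no-enzyme and uninhibited control wells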
SUMO1 PPI mod – alters human SUMO1 binding to SIM partners; P63165; SUMO1 binding to a labelled peptide, TR-FRET, 1 h; inhibition, % at 20 µM; hit rate 0.33% among 360,000; AID 602429; in the data active means inhibition above about 37%
Target sequence (P63165 whole entry, looked up): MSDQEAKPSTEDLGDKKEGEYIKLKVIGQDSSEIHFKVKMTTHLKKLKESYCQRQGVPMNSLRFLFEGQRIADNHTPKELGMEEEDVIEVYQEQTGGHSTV
Scp1 inh – Scp-1 (human) phosphatase inhibition. Q9GZU7. Recombinant Scp1, phosphopeptide, malachite green phosphate absorbance. inhibition, % at 20 µM. hit rate 0.88% among 340,000. AID 493091;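 active means inhibition above about 50% at 20 µM, limit read from the data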;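 further: plate controls were DMSO wells with enzyme for no effect and wells lacking enzyme for full effect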
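Incubation: 45 min enzyme reaction at room temperature / System: truncated SCP-1 phosphatase (76-261aa) / Reagent: Phospho 17-mer peptide substrate / Buffer or medium: Acidic Tris acetate buffer with magnesium and detergent / Signal: absorbance at 630 nm / Doses: one concentration, 20 µM, with 1.0% DMSO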
eLon inh – inhibitors of E. coli Lon protease; inhibition, % at 7.94 µM; P0A9M0; hit rate 0.42% among 360,000; purified E. coli Lon protease, fluorescence polarization; in the data active means inhibition above about 13%, passing the limit was not always enough;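 further: 0% = enzyme with probe and DMSO and 100% = no enzyme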
Target sequence (P0A9M0 whole entry, looked up): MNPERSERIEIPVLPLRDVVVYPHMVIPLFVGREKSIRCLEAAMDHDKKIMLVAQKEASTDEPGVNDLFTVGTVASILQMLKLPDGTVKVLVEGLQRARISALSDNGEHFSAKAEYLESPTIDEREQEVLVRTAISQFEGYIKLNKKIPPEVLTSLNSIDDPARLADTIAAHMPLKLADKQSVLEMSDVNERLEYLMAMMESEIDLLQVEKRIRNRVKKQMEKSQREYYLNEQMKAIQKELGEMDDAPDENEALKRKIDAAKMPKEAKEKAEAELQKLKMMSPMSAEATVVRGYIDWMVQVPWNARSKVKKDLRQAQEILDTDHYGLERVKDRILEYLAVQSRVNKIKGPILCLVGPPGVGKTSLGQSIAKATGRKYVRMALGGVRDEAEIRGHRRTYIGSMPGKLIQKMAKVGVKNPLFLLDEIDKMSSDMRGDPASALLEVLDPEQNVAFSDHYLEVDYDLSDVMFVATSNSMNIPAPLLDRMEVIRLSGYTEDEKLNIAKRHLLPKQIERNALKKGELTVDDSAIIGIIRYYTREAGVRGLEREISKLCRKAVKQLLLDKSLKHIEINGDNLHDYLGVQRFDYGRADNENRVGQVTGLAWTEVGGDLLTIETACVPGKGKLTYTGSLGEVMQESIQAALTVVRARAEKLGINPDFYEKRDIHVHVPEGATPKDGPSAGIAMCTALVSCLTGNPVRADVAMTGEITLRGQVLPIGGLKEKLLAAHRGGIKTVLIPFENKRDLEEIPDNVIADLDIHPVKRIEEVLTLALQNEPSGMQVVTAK
An asterisk follows results filed as active; · = no result given. Rows were taken by chance; 4.3% or so of the library scored in one or more.

item | molecule | DNMT1 block | STEP inh | NRP1-CendR mod | MsrA inh | bovine MsrA act
1 | Cc1cccc(NC(=O)c2nc[nH]c2C(=O)N2CCC(C)CC2)c1 | 2 | -3 | 6 | -0.6 | -7
2 | CCOC(=O)Cn1c(CN(Cc2ccccc2)Cc2ccccc2)nc2c1c(=O)[nH]c(=O)n2C | 2 | 2 | -4 | -0.8 | -2
3 | CCCCn1cnc2c([nH]c3cc(OC)ccc32)c1=O | -5 | 1 | -9 | 0.2 | 0
4 | COc1cc([N+](=O)[O-])cc(/C=N/NC(=O)C(C)Nc2cccc(C)c2)c1O (stereo not drawn) | 0 | -1 | -5 | -0.6 | -5
5 | Cc1cc(C)nc(SCc2nnc(SCC#N)n2-c2cccc(Cl)c2)n1 | 0 | -3 | -6 | -0.3 | -5
6 | O=C(NCc1ccco1)C(c1ccncc1)N(C(=O)Cc1cccs1)c1ccccc1 (stereo not drawn) | -1 | 6 | 4 | -0.4 | 1
7 | CCOC(=O)c1cc(C(C)(C)C)nc(SC)c1C#N | -2 | 1 | 2 | 6.2* | -4
8 | COc1cc(CN2CCCCC2C(=O)Nc2ccc(Oc3ccccc3)nc2)ccc1O (stereo not drawn) | -1 | 0 | -9 | -0.1 | -2
9 | CCOC(=O)C1CCCN(C(=O)c2ccc(OC)c(OC)c2)CC1 (stereo not drawn) | 5 | 0 | 6 | -0.1 | -6
10 | CCCCC1(C(=O)OCC)NC(c2ccc(O)cc2)C2C(=O)N(c3ccccc3)C(=O)C21 (stereo not drawn) | 0 | -2 | 0 | -1.6 | -4

item | TbMetRS inhib | LMPTP inh | SUMO1 PPI mod | Scp1 inh | eLon inh
1 | -0.4 | -0.6 | -4 | -2 | 2
2 | -1.0 | -1.0 | -3 | -8 | -4
3 | -0.3 | 0.8 | 3 | -10 | 9
4 | -0.3 | 0.6 | -28 | -4 | -2
5 | 0.0 | -1.5 | -5 | 1 | -3
6 | 0.5 | 0.0 | 0 | -1 | 1
7 | -0.3 | 3.2 | 2 | -4 | -3
8 | 0.4 | 8.6 | 4 | -5 | -6
9 | -0.4 | 3.0 | -1 | · | 1
10 | -0.5 | -1.0 | 4 | -5 | 1

Carrying on:
item | molecule | DNMT1 block | STEP inh | NRP1-CendR mod | MsrA inh | bovine MsrA act
11 | CCOC(=O)CCC(NC(=O)c1ccc(Nc2nc3ccccc3nc2C(=O)OCC)cc1)C(=O)OCC (stereo not drawn) | 36 | -2 | 0 | -1.5 | -1
12 | COc1ccc(/C=C/C(=O)N(Cc2cccs2)C2CCS(=O)(=O)C2)cc1 (stereo not drawn) | -3 | 1 | 12 | 2.7 | -1
13 | COc1ccc(/C=N/NC(=O)Cn2cnc3c2c(=O)n(C)c(=O)n3C)cc1 | -3 | 2 | 1 | -0.9 | -3
14 | C/C(CC(=O)NCc1ccccc1)=N\NC(N)=S | -6 | -1 | -2 | 0.0 | 0
15 | CC1CC(=S)Nc2ccccc2N1Cc1ccccc1 (stereo not drawn) | -3 | -2 | 0 | 0.0 | -5
16 | COc1ccc(CC(=O)NCc2n[nH]c(=S)n2-c2ccc(Br)cc2)cc1 | -7 | 1 | -7 | -1.1 | -4
17 | COc1c(C)cc(C(=O)C2CCCN(S(=O)(=O)N(C)C)C2)cc1C (stereo not drawn) | 6 | -1 | -7 | 0.6 | -2
18 | COc1ccccc1Cn1c(SCC(N)=O)nc2c(oc3ccccc32)c1=O | 2 | 1 | 17 | 0.2 | -12
19 | CC(C)Cc1ccc(S(=O)(=O)N2CCN(c3ccccn3)CC2)cc1 | 1 | 1 | 9 | 1.5 | -5
20 | COC(=O)c1ccc(NC(=S)NC2CC3CCC2C3)cc1 (stereo not drawn) | 1 | -3 | 3 | -0.4 | 5

item | TbMetRS inhib | LMPTP inh | SUMO1 PPI mod | Scp1 inh | eLon inh
11 | -0.3 | -0.3 | -3 | 7 | -4
12 | 1.9 | -0.7 | -10 | -21 | -11
13 | -0.3 | 0.0 | -7 | 5 | 1
14 | -1.2 | -1.2 | -1 | -10 | -5
15 | -0.2 | 0.6 | 0 | -5 | 6
16 | -0.4 | -0.9 | -1 | 3 | -10
17 | -0.6 | -1.9 | -3 | -4 | -6
18 | -1.4 | 1.3 | 3 | -3 | -4
19 | 2.2 | -0.9 | 1 | 0 | 10
20 | -0.2 | 1.2 | -1 | -5 | 11

The list continues:
item | molecule | DNMT1 block | STEP inh | NRP1-CendR mod | MsrA inh | bovine MsrA act
21 | Cc1cc(C)c(NC(=O)C2CC(=O)N(C3CCCC3)C2)c(C)c1 (stereo not drawn) | -1 | 2 | 0 | -0.4 | -3
22 | Cc1ccc(NC(=S)NCc2cccs2)c(C)c1 | 2 | 0 | -2 | -1.2 | -3
23 | C1=C(c2ccccc2)CCN(c2nc3ccccc3n3cnnc23)C1 | 0 | 1 | -13 | 0.4 | -6
24 | CC(CNCC1CCCO1)COc1ccccc1 (stereo not drawn) | 3 | -4 | 19 | -0.6 | -2
25 | O=C(O)CCSc1nc2ccccc2n1-c1ccccc1 | 0 | -1 | 11 | -1.0 | -2
26 | COc1ccc(C(=O)C2CCCN(Cc3cnc(N4CCOCC4)s3)C2)c(OC)c1 (stereo not drawn) | 2 | -1 | 14 | 0.7 | -9
27 | COc1cccc(NC(=O)CN(C)C(=O)CNC(=O)c2ccccc2F)c1 | 0 | 2 | -5 | -0.7 | -1
28 | O=C(N/C(=C\c1cccc(Br)c1)C(=O)N1CCOCC1)c1ccco1 | 0 | -1 | 4 | 0.7 | -4
29 | CC1CN(C2=N/C(=C/c3ccc4c(c3)OCO4)C(=O)N2)CC(C)O1 (stereo not drawn) | 0 | -4 | -9 | 3.7 | -7
30 | CC(C)(C)Cc1nnc(NC(=O)CCc2ccccc2)s1 | 3 | 0 | 0 | 0.1 | -10

item | TbMetRS inhib | LMPTP inh | SUMO1 PPI mod | Scp1 inh | eLon inh
21 | -0.2 | 0.5 | -4 | -5 | -8
22 | -0.2 | 0.3 | 2 | -10 | -3
23 | -0.9 | -1.5 | -17 | 0 | -27
24 | -0.6 | -1.0 | -2 | -5 | 4
25 | 0.2 | 1.3 | -3 | -12 | -1
26 | -1.4 | -1.7 | 3 | 4 | -8
27 | -0.3 | -1.4 | 5 | -13 | -3
28 | -0.5 | -1.0 | -1 | 0 | 0
29 | -0.3 | -1.4 | -10 | -7 | -2
30 | -1.4 | 0.0 | -1 | 5 | -5

Next records follow.
item | molecule | DNMT1 block | STEP inh | NRP1-CendR mod | MsrA inh | bovine MsrA act
31 | CC(C)(C)c1ccc(C(=O)c2c[nH]c(C(=O)NCc3ccco3)c2)cc1 | -2 | -1 | -5 | 0.8 | -4
32 | CCN1C(=O)[C@H]2[C@@H](c3ccc(-c4ccc(C(C)=O)cc4)cc3)N3CCCC[C@@]3(C(=O)OC)[C@H]2C1=O | -16 | -1 | -2 | -1.7 | -1
33 | Cc1cc(CN(C)Cc2ccc(OCC(O)CN(C)Cc3ccccc3)cc2)on1 (stereo not drawn) | 2 | 0 | 12 | 1.1 | -3
34 | CCc1ccc(C(=O)OCC(=O)Nc2c(C)n(C)n(-c3ccccc3)c2=O)cc1 | -1 | -3 | 8 | -1.1 | 0
35 | O=C(NCC(=O)N(c1ccccc1)C(C(=O)NC1CCCCC1)c1cccnc1)c1ccco1 (stereo not drawn) | 0 | 0 | 5 | 0.4 | -3
36 | CCC1CCCCN1C(=O)c1ccc2c(c1)C(=O)N(c1ccc(C)cc1)C2=O (stereo not drawn) | 0 | -2 | 14 | 0.0 | -4
37 | C/C(=N\NC(=O)Cn1cc([N+](=O)[O-])cn1)c1ccco1 | 3 | -2 | 9 | 0.7 | -1
38 | O=C1CN(C(=O)COC(=O)CCC(=O)c2ccc3c(c2)OCCO3)c2ccccc2N1 | 3 | -1 | -2 | 0.0 | -13
39 | O=C(Nc1ccc(N2CCOCC2)c(Cl)c1)c1ccc(F)cc1 | 4 | 1 | 1 | 0.2 | -7
40 | O=C(O)C1C2C=CC(C2)C1C(=O)NCc1ccc(Cl)c(Cl)c1 (stereo not drawn) | 5 | 1 | 3 | -0.3 | -4
41 | Cc1nn(-c2cccc(C(F)(F)F)c2)c(Cl)c1/C=N/n1cnnc1 | -2 | 3 | 18 | 0.1 | 0

item | TbMetRS inhib | LMPTP inh | SUMO1 PPI mod | Scp1 inh | eLon inh
31 | -1.6 | -0.5 | -1 | -17 | -1
32 | 0.2 | 4.3 | -2 | -7 | 15
33 | -0.1 | 0.0 | -2 | -3 | -2
34 | 0.0 | -2.6 | -1 | · | -18
35 | 0.1 | -0.2 | 3 | -2 | 3
36 | -0.8 | 0.6 | -30 | -5 | -6
37 | 0.0 | -0.7 | -3 | -11 | 6
38 | -0.7 | -0.2 | 0 | 3 | 3
39 | -1.0 | -1.1 | 2 | -11 | 5
40 | -1.0 | -0.5 | 3 | 0 | -12
41 | -0.3 | 1.4 | 2 | -7 | -3

Of the compounds above, these have a furan ring, fused or not:
item | molecule | DNMT1 block | STEP inh | NRP1-CendR mod | MsrA inh | bovine MsrA act
6 | O=C(NCc1ccco1)C(c1ccncc1)N(C(=O)Cc1cccs1)c1ccccc1 (stereo not drawn) | -1 | 6 | 4 | -0.4 | 1
18 | COc1ccccc1Cn1c(SCC(N)=O)nc2c(oc3ccccc32)c1=O | 2 | 1 | 17 | 0.2 | -12
28 | O=C(N/C(=C\c1cccc(Br)c1)C(=O)N1CCOCC1)c1ccco1 | 0 | -1 | 4 | 0.7 | -4
31 | CC(C)(C)c1ccc(C(=O)c2c[nH]c(C(=O)NCc3ccco3)c2)cc1 | -2 | -1 | -5 | 0.8 | -4
35 | O=C(NCC(=O)N(c1ccccc1)C(C(=O)NC1CCCCC1)c1cccnc1)c1ccco1 (stereo not drawn) | 0 | 0 | 5 | 0.4 | -3
37 | C/C(=N\NC(=O)Cn1cc([N+](=O)[O-])cn1)c1ccco1 | 3 | -2 | 9 | 0.7 | -1

item | TbMetRS inhib | LMPTP inh | SUMO1 PPI mod | Scp1 inh | eLon inh
6 | 0.5 | 0.0 | 0 | -1 | 1
18 | -1.4 | 1.3 | 3 | -3 | -4
28 | -0.5 | -1.0 | -1 | 0 | 0
31 | -1.6 | -0.5 | -1 | -17 | -1
35 | 0.1 | -0.2 | 3 | -2 | 3
37 | 0.0 | -0.7 | -3 | -11 | 6

High-throughput results deposited in PubChem BioAssay by several laboratories.
